Assay outcomes from PubChem BioAssay.
AmpC detergent = qHTS Inhibitors of AmpC Beta-Lactamase (assay with detergent) | actives 0.041% (n = 370,000) | Potency, µM (top dose mostly 114 µM), for inactives: at the top dose activity change, negative = inhibition, hits mostly inhibitors | AID 485294, 2010 | AmpC hydrolysis of nitrocefin, absorbance 480 nm, 0.01% Triton;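 also: potency is read from the fitted curve at half-maximal effect; 0% = no-compound wells and -100% = no-enzyme wells; nearly all actives have a fitted effect of over 25% in size; some results filed as inactive show a strong effect at the top dose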
Target sequence (P00811 whole entry, looked up): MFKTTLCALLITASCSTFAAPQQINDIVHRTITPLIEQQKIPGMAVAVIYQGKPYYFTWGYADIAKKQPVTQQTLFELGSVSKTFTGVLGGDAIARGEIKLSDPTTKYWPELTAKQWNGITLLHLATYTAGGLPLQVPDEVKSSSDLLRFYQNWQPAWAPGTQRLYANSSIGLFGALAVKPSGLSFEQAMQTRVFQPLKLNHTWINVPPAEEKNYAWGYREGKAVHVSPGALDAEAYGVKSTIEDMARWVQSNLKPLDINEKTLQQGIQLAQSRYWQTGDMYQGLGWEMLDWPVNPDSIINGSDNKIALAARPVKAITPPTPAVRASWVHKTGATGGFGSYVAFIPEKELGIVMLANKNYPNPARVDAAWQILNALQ
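AmpC (5.3 nM in the dispensed reagent) in 20 mM phosphate pH 7.0 with 0.01% (detergent screen) or 0.0001% Triton X-100 was preincubated with compounds for 15 min at room temperature. Nitrocefin was then added from an 800 uM solution, and hydrolysis was followed at 480 nm.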
AMA1 RON2 block = qHTS for Inhibitors of AMA1-RON; Towards Development of Antimalarial Drug Lead: Primary Screen; Plasmodium falciparum AMA1 (3D7) - RON2 peptide interaction; actives 0.2% (n = 360,000); AlphaScreen AMA1-biotinylated RON2 peptide binding; AID 720542, 2013; Potency, µM (doses to about 58.2 µM), for inactives: at the highest dose activity change, negative = inhibition, most hits filed as inhibitors;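 also: potency is read from the fitted curve at half-maximal effect; 0% = vehicle wells and -100% = peptide control; nearly all actives have a fitted effect of over 45% in size; some results filed as inactive show a strong effect at the top dose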
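AMA1 (3D7) with his tag at 25 nM final met compounds first, then biotinylated RON2 peptide at 25 nM; detection used donor plus acceptor beads, 10 µg/mL apiece, read by AlphaScreen after 30 min at room temperature.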
HCMV inh = qHTS Assay for inhibitors of the human cytomegalovirus (HCMV); activity change, negative = inhibition, % at 57.5 µM; HFF cells, HCMV-luciferase reporter, 72 h; hits give low values; actives 4.5% (n = 410,000); in the data active = activity change below about -60%; inconclusive = no clear call, values can overlap the other calls; inactive = above about -39%
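Luciferase read-out from HCMV-luciferase-infected HFFs (MOI 1 PFU/cell) 72 h post infection at 37C; compounds added after 16 h cell attachment; activity normalized between buffer-only basal and Salinomycin (10uM) inhibitor controls.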
Giardia FBPA inh = qHTS Assay for Inhibitors of Fructose-1,6-bisphosphate Aldolase from Giardia Lamblia; purified Giardia FBPA; actives 0.71% (n = 290,000); Potency, µM (highest dose often 59.6 µM), inactives show at the highest dose activity, negative = inhibition, hits mostly inhibitors; also: potency is read from the fitted curve at half-maximal effect; nearly all actives have a fitted effect of over 55% in size
Target sequence (A8B2U2 whole entry, looked up): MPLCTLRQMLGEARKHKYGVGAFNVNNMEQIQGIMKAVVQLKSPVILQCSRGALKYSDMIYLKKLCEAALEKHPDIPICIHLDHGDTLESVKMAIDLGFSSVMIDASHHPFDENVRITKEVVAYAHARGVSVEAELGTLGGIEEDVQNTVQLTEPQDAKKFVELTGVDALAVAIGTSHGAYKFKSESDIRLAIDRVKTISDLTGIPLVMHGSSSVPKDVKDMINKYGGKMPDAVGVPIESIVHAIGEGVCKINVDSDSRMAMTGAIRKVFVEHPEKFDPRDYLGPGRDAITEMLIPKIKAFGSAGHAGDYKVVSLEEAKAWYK
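Giardia FBPA (40 nM reagent) was preincubated 10 min at RT with compound (up to 57.5 uM final), then substrate plus GAPDH/TPI/NAD/arsenate coupling system with diaphorase/resazurin was added; resorufin fluorescence (525/598 nm) was read after 20 min.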
AmpC inh no detg = qHTS Inhibitors of AmpC Beta-Lactamase (assay without detergent) | P00811 | AmpC nitrocefin hydrolysis, absorbance 480 nm, 0.0001% Triton | Potency, µM (series often up to 57.1 µM), for inactives: top-dose activity change, negative = inhibition, hits mostly inhibitors | actives 0.52% (n = 330,000) | AID 485341, 2010;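 also: potency is read from the fitted curve at half-maximal effect; plate controls were no compound for no effect and no enzyme for full effect; nearly all actives have a fitted effect of over 20% in size; some results filed as inactive show a strong effect at the top dose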
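AmpC (5.3 nM in the dispensed reagent) in 20 mM phosphate pH 7.0 with 0.01% (detergent screen) or 0.0001% Triton X-100 was preincubated with compounds for 15 min at room temperature. Nitrocefin was then added from an 800 uM solution, and hydrolysis was followed at 480 nm.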
Sm TGR block = qHTS Assay for the Inhibitors of Schistosoma Mansoni Peroxiredoxins; purified TGR, DTNB reduction, TNB absorbance 405 nm; AID 485364, 2010; Potency, µM (top dose mostly 114 µM), for the others: top-dose activity change, negative = inhibition, actives largely listed as inhibitors; actives 3% (n = 360,000); also: potency is read from the fitted curve at half-maximal effect; nearly all actives have a fitted effect of over 60% in size
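Kinetic colorimetric format: TGR-catalysed, NADPH-driven DTNB reduction monitored via TNB absorbance. Enzyme dispensed at 20 nM; compound exposure 15 min at room temperature before reaction start.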
An asterisk follows results filed as active; ? = inconclusive; nt = not tested or not shown; & = joins results of further samples; [ ] = another dose, or the depositor's remark. Unless noted, calls follow the shape of the dose curve; as a rule, active = well fitted curve in the direction sought with a large enough effect; inconclusive = small, poorly fitted or top-dose-only effect, or another doubt; inactive = no such curve, though single readings can be large; an effect the other way counts as inactive or inconclusive. Unless noted, % is scaled to controls: 0 for no effect and ±100 for the full control effect.

SMILES	AmpC detergent	AMA1 RON2 block	HCMV inh	Giardia FBPA inh	AmpC inh no detg	Sm TGR block
O=C(c1cn(Cc2ccccc2)nc1-c1cccnc1)N1CCN(Cc2ccccc2)CC1	0.8%	-5.9%	-15.1	nt	117.7%[activator]	2.1%
O=C(COCc1cc(-c2cccs2)on1)N1CCN(c2cccc(Cl)c2)CC1	4.0%	nt	-9.7	nt	nt	-8.2%
Cc1nc(-c2ccccc2)sc1C(=O)/C=C/c1ccc(Cl)cc1	-12.9%	-0.1%	-18.4	2.7%	-19.0%	-0.9%
CCCn1cc(C(=O)O)cn1	-0.9%	0.0%	?	7.2%	-7.6%	-10.3%
CCOC(=O)c1c(NC(C)=O)c2c3c(sc2n1Cc1cc(C)ccc1C)CCCC3	14.8%	nt	7.0	nt	nt	3.7%
Cc1ccc(-n2nc(C(=O)N3CCCCC3C)c(=O)n(C)c2=O)cc1 (stereo not drawn)	30.5%[activator]	nt	2.6	nt	nt	2.1%
Cc1oc(-c2ccccc2)cc1C(=O)Nc1cccc(/C=C\C(=O)O)c1	?	-22.0%	?	7.0%	-34.2%	-11.8%
Cc1noc(C)c1S(=O)(=O)Nc1ccccc1N1CCOCC1	1.7%	-20.0%	-9.4	-9.7%	0.7%	0.2%
Fc1ccc(NC(=S)Nc2cc(-c3ccccc3)[nH]n2)cc1Cl	4.2%	15.6%	-32.4	-2.1%	-33.2%	?
Cc1cccc(NC(=O)C23CCC(C)(/C(=N/O)C2)C3(C)C)c1 (stereo not drawn)	?	-6.0%	25.3	1.2%	-20.1%	8.9%
COc1ccccc1CNCC(=O)Nc1ccc(N2CCOCC2)cc1	-14.3%	-16.1%	-34.6	-12.6%	-18.0%	-11.9%
COC(=O)c1ccc(NC(=O)CCN2CCN(c3ccccc3)CC2)cc1	-9.7%	-1.9%	35.0	2.6%	1.2%	-26.1%
CCCCS(=O)(=O)N1CCN(S(=O)(=O)c2ccc(Cl)s2)CC1	1.8%	6.5%	24.2	nt	45.6%	-0.8%
N#C/C(=C\c1ccco1)c1nc2ccccc2s1	-0.6%	?	133.6	-3.7%	-30.8%	-1.8%
CC(OC(=O)Cn1ccccc1=O)C(=O)Nc1cc(Cl)cc(Cl)c1 (stereo not drawn)	nt	5.0%	-18.9	nt	-9.8%	nt
CCNC(=S)N1CCN(C(=O)c2ccco2)CC1	?	-6.0%	15.8	0.2%	-10.5%	0.0%
CC1S/C(=C(\C#N)C(=O)NCc2ccco2)N(c2ccc(F)cc2)C1=O (stereo not drawn)	?	16.4%	-96.8*	-3.0%	-13.9%	0.0%
O=C(Nc1nccs1)C1CCCN1S(=O)(=O)c1ccc(Cl)cc1 (stereo not drawn)	8.8%	-0.1%	-24.5	-2.5%	-12.4%	-24.9%
COc1ccccc1-n1c(CNC(=O)c2ccco2)nnc1SCC(=O)Nc1nccs1	?	5.1%	7.7	-2.7%	-15.2%	-2.2%
CCOC(=O)N1CCC(N2Cc3cccc(C(=O)Nc4ccc(F)cc4)c3C2=O)CC1	-12.3%	-1.5%	-101.9*	-5.2%	1.3%	1.4%
O=C(CCCn1c(SCC(=O)c2ccccc2)nc2ccccc2c1=O)NCC1CCCO1 (stereo not drawn)	-9.7%	-7.5%	-29.5	1.0%	15.1%	-8.3%
CCCN(CC#CC(O)(c1ccccc1)c1cccnc1)CCC (stereo not drawn)	-2.3%	-1.4%	13.3	?	118.8%[activator]	15.0%
C#CCOCCOCCOCCNc1nc(N2CCN(C(=O)CCCCCCCCCCNC(=O)[C@H](CCCCN)n3cc(C)nn3)CC2)nc(N2CCN(C(=O)CCCCCCCCCCNC(=O)[C@@H]([C@H](C)O)n3cc(C)nn3)CC2)n1	4.7%	-17.7%	nt	nt	235.3%[activator]	-2.4%
NC(=O)CCS(=O)(=O)c1ccc(Cl)cc1	2.5%	-14.7%	-33.5	2.3%	-13.5%	7.3%
CCn1cc([N+](=O)[O-])c(C(=O)N2N=C(c3ccc4ccccc4c3)CC2c2cc(Br)ccc2O)n1 (stereo not drawn)	-6.5%	-13.8%	nt	5.9%	-1.9%	3.1%
Cc1cccc(-n2c(Cc3ccccc3)nnc2SCc2nc(-c3cccs3)no2)c1	15.8%	nt	-11.0	nt	nt	12.0%
COc1ccc2c(c1OC)C(=O)O[C@@H]2[C@H]1c2c(cc3c(c2OC)OCO3)CCN1C	?	nt	2.7	0.2%&0.2%&0.7%	-24.5%	-20.3%
CCOC(=O)C1CCCN(c2nc3c(S(=O)(=O)c4ccc(CC)cc4)nnn3c3ccsc23)C1 (stereo not drawn)	2.2%	nt	-1.7	nt	nt	-2.3%
O=C1CC(N2CCN(S(=O)(=O)c3cccc(C(F)(F)F)c3)CC2)C(=O)N1Cc1ccccc1 (stereo not drawn)	-15.4%	12.3%	-33.6	-1.9%	76.0%[activator]	-15.4%
O=C(CNC(=O)c1cccs1)NCC(=O)OCc1ccc(Cl)cc1Cl	-4.5%	-0.3%	44.4	0.3%	-9.9%	9.8%

Entries of single compounds as entered above.
CCOC(=O)C1CCCN(c2nc3c(S(=O)(=O)c4ccc(CC)cc4)nnn3c3ccsc23)C1 (stereo not drawn) across the screens: AmpC detergent: 2.2%; AMA1 RON2 block: nt; HCMV inh: -1.7; Giardia FBPA inh: nt; AmpC inh no detg: nt; Sm TGR block: -2.3%
COc1ccc2c(c1OC)C(=O)O[C@@H]2[C@H]1c2c(cc3c(c2OC)OCO3)CCN1C across the screens: AmpC detergent: ?; AMA1 RON2 block: nt; HCMV inh: 2.7; Giardia FBPA inh: 0.2%&0.2%&0.7%; AmpC inh no detg: -24.5%; Sm TGR block: -20.3%

More compounds follow:
SMILES	AmpC detergent	AMA1 RON2 block	HCMV inh	Giardia FBPA inh	AmpC inh no detg	Sm TGR block
C=Cn1cc[n+](CC(=O)c2ccc(Br)s2)c1	0.7%	-3.6%	38.4	5.6%	-4.7%	-13.7%
Cc1ccc(C(=O)NCCN2CCNC2=O)cc1	6.8%	11.1%	95.4	4.8%	-4.6%	14.9%
CC(OC(=O)Cn1cnc2c1c(=O)n(C)c(=O)n2C)C(=O)NC1(C#N)CCCCC1 (stereo not drawn)	?	-14.9%	-29.3	nt	-11.6%	-7.4%
O=C(Oc1c(CN2CCOCC2)cc(Cl)c2cccnc12)c1ccccc1F	7.0%	-31.0%	-84.9*	15.8µM*	-5.1%	1.1%
CCCOc1ccc(OCCN2CCCC(C)C2)cc1 (stereo not drawn)	-1.3%	-3.3%	33.2	?	?	-1.7%
Cc1ccc(-n2nnnc2SC(C)C(N)=O)c(C)c1 (stereo not drawn)	?	0.8%	-1.9	-1.0%	-16.0%	-11.8%[11.4 µM]
C[C@]1(O)CCC2C3CC[C@@H]4CC(=O)CC[C@]4(C)C3CC[C@@]21C (stereo partly drawn)	nt	-2.2%	-17.6	nt	19.5%	nt
O=C(COc1ccc(/C=N/NS(=O)(=O)c2ccccc2)cc1)NCCc1ccccc1	-4.1%	3.0%	-13.1	7.4%	-16.5%	4.4%
CC(Nc1nc(N2CCN(CCO)CC2)nc2ccccc12)c1ccccc1 (stereo not drawn)	6.4%	?	-34.7	0.5%	7.8%	4.7%
CC(=O)Nc1ccc(N/C(C)=C/C(=O)c2cccnc2)cc1	-4.9%	-1.8%	-61.5*	2.6%	-14.9%	4.8%
O=C(c1ccco1)N1CCN(C(c2cccs2)c2sc3ncnn3c2O)CC1 (stereo not drawn)	?	5.0%	17.7	-1.7%	-11.5%	0.3%
O=C1CC(N2CCSCC2)C(=O)N1c1ccc(F)cc1 (stereo not drawn)	-2.8%	11.4%	13.4	2.3%	76.3%[activator]	?
O=C(c1ccc(N2C(=O)C3C4CC(C(Br)C4Br)C3C2=O)cc1)N1CCCCC1 (stereo not drawn)	2.9%	-8.8%	9.2	2.9%	57.4%	1.9%
FC(F)(F)c1cccc(N2CCC(N=CN3CCCCCC3)=N2)c1	-0.3%	?	?	-0.4%	46.9%	?
CC1Cc2ccccc2N1C(=O)CN1CCN(Cc2ccccc2)CC1 (stereo not drawn)	-4.6%	?	-3.2	?	4.9%	0.0%
COc1ccc(CCNC(=O)CSc2nnnn2Cc2ccc3c(c2)OCO3)cc1OC	?	-6.3%	-5.4	3.6%	-0.2%	0.0%
CN(C)/C=N/c1ncn(-c2ncc(C(F)(F)F)cc2Cl)n1	6.6%	32.9%[activator]	97.6	1.8%	-4.4%	4.0%
CCN(CC)CC(C)OC(=O)COc1ccc(OC)cc1 (stereo not drawn)	-12.5%	-1.2%	4.8	-8.5%	-13.1%	2.7%
Cn1c(-c2cccc(Br)c2)cnc1NCc1ccccc1O	?	?	35.4	?	-44.8%	-22.2%
Cc1ccc(C(=O)O/N=C\c2ccc(N3CCCCC3)c([N+](=O)[O-])c2)cc1	6.0%	?	8.4	-1.8%	-11.4%	5.7%
CCOc1cccc2sc(=NC(=O)CCS(=O)(=O)c3ccccc3)n(CC)c12	-6.7%	7.0%	?	1.5%	-20.9%	-34.5%
COCc1cc(C)nc2sc(C(=O)N3CCN(c4ccccc4)CC3)c(N)c12	-1.9%	20.9%	23.0	-6.9%	100.9%[activator]	-0.8%
Cc1ccc(S(=O)(=O)N2CCCN(C(=O)c3ccc(-n4cccn4)cc3)CC2)cc1	1.7%	8.6%	-19.5	nt	52.7%	1.4%
Cc1ccc(CNC(=O)Cn2ccn(-c3ccc(F)c(F)c3)c(=O)c2=O)cc1	23.9%	nt	12.9	nt	nt	-22.5%
CN(CC(=O)Nc1ccc(Cl)cc1)C(=O)CCc1nc2sc3c(c2c(=O)[nH]1)CCCC3	-12.5%	-2.3%	-7.6	nt	-36.0%	-5.5%
CC1CCC(NC(=O)C(NC(=O)c2ccccc2)C(C)C)CC1 (stereo not drawn)	4.0%	0.0%	0.8	4.8%	-9.4%	9.4%
CCOc1ccc(NC(=O)NNC(=O)COc2ccc3ccccc3c2)cc1	-2.6%	49.1%[activator]	-24.1	6.0%	-9.2%	-1.0%
COc1ccc(NS(=O)(=O)c2ccc(N3CCCCS3(=O)=O)cc2)cc1Cl	20.7%	nt	?	nt	nt	8.2%

Reformatted as a markdown table: part of the list above.
| SMILES | AmpC detergent | AMA1 RON2 block | HCMV inh | Giardia FBPA inh | AmpC inh no detg | Sm TGR block |
| --- | --- | --- | --- | --- | --- | --- |
| CCCN(CC#CC(O)(c1ccccc1)c1cccnc1)CCC (stereo not drawn) | -2.3% | -1.4% | 13.3 | ? | 118.8%[activator] | 15.0% |
| COc1ccccc1CNCC(=O)Nc1ccc(N2CCOCC2)cc1 | -14.3% | -16.1% | -34.6 | -12.6% | -18.0% | -11.9% |
| CC1S/C(=C(\C#N)C(=O)NCc2ccco2)N(c2ccc(F)cc2)C1=O (stereo not drawn) | ? | 16.4% | -96.8* | -3.0% | -13.9% | 0.0% |
